ALOX12 inh = ALOX12 (human) lipoxygenase inhibition; purified 12hLO, xylenol orange hydroperoxide absorbance; Potency, µM (titrated, usually from 108 µM), for inactives: top-dose activity change, negative = inhibition, most hits filed as inhibitors; 580,000 compounds, 1.1% hits; active = well fitted inhibition curve with a large enough effect; inconclusive = small, poorly fitted or top-dose-only effect, or another doubt; inactive = no such curve, though single readings can be large or run the other way
Target sequence (P18054 whole entry, looked up): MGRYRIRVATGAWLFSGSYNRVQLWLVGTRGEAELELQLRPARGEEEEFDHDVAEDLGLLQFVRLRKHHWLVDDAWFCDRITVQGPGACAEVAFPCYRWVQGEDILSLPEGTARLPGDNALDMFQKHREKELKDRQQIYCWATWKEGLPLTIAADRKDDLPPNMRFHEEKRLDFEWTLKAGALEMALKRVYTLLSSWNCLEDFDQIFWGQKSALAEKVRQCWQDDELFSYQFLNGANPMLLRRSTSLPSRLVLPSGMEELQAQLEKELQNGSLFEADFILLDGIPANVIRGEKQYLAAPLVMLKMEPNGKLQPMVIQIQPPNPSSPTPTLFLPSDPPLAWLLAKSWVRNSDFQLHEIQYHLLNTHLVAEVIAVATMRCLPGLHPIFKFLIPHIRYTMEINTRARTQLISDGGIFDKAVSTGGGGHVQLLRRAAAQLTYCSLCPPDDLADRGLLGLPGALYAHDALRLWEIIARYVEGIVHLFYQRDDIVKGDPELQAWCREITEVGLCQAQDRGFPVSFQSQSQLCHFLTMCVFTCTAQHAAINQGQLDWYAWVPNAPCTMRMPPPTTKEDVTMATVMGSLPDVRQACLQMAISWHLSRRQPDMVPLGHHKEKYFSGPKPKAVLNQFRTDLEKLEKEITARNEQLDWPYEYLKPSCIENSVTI
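Hydroperoxide product was detected by ferrous iron/xylenol orange as the 573 to 405 nm absorbance ratio. Arachidonic acid at 40 uM (final) was turned over for 30 min at room temperature by 150 nM human 12hLO, pH 7.0 Hepes buffer, after 15 min compound preincubation.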
Starred values were filed as active, the others as inactive; ? = inconclusive; & = joins results of further samples; ! = not active in a repeat; [ ] = dose if it differs, or a comment. % is scaled to controls: 0 for no effect and ±100 for the full control effect; potency is read from the fitted curve at half-maximal effect.

ALOX12 inh | Structure
25% | Cc1ccc(S(=O)(=O)N2CCCC(Cn3cnc4cccnc43)C2)cc1 (stereo not given)
0% | COc1cccc(S(=O)(=O)N(C)C[C@@H]2OCc3cn(nn3)CCCC(=O)N([C@H](C)CO)C[C@H]2C)c1
17% | Cc1ccc(C(=O)NC2CCCN(c3cc(-c4ccccc4)[nH]n3)C2)s1 (stereo not given)
-12% | COc1ccc(Cc2nnc(SC(C)c3nc4ccccc4c(=O)[nH]3)o2)cc1 (stereo not given)
29% | CC(C)C(=O)NC1CCN(c2cnn(Cc3ccccc3)c(=O)c2)CC1
12% | Cc1ccc(CNS(=O)(=O)c2ccc3c(c2)CN(C(=O)c2cccnc2)CC3)o1
5%[6.33 µM] | O=[S+]1([O-])NC2(CCN(Cc3ccc(F)cc3)C2)COc2ncccc21 (stereo not given)
19% | CCC(CC)NC(=O)c1cc(-c2ccccc2)nc2ccccc12

Next part
ALOX12 inh | Structure
? | O=C(/C=C/c1ccccc1OC(=O)c1cccs1)c1cc2ccccc2o1
43% | O=C(C1CCCN(c2cnn(Cc3ccccc3)c(=O)c2)C1)N1CCN(C2CCCCC2)CC1 (stereo not given)
17% | CCCS(=O)(=O)N1CCC(CCOC)(NC(=O)C2CC2)CC1
? | NC(=O)c1[nH]ncc1NCc1cccnc1
-3% | CCn1cnnc1-c1nn(C)c2c1CN(C(=O)CCC1CCCC1)CC2
18% | COc1cccc(C2C(C(=O)Nc3ccccn3)=C(C)Nc3ncnn32)c1OC (stereo not given)
68%[activator] | Cc1ncsc1CN1CCC2(CC1)CC(CC(=O)NCc1ccncc1)CCO2 (stereo not given)
47%[activator] | COCC(=O)N(C1CCOCC1)C1CCN(C(=O)c2ccc(F)cc2F)CC1

7 records picked at random from the list so far, as already listed:
ALOX12 inh | Structure
? | O=C(/C=C/c1ccccc1OC(=O)c1cccs1)c1cc2ccccc2o1
0% | COc1cccc(S(=O)(=O)N(C)C[C@@H]2OCc3cn(nn3)CCCC(=O)N([C@H](C)CO)C[C@H]2C)c1
5%[6.33 µM] | O=[S+]1([O-])NC2(CCN(Cc3ccc(F)cc3)C2)COc2ncccc21 (stereo not given)
68%[activator] | Cc1ncsc1CN1CCC2(CC1)CC(CC(=O)NCc1ccncc1)CCO2 (stereo not given)
-12% | COc1ccc(Cc2nnc(SC(C)c3nc4ccccc4c(=O)[nH]3)o2)cc1 (stereo not given)
17% | CCCS(=O)(=O)N1CCC(CCOC)(NC(=O)C2CC2)CC1
25% | Cc1ccc(S(=O)(=O)N2CCCC(Cn3cnc4cccnc43)C2)cc1 (stereo not given)

(listing goes on)
ALOX12 inh | Structure
? | O=C(/C=C/c1ccccc1O)c1ccc(-c2ccccc2)cc1
10% | COc1ccc(-c2noc(-c3cccc(OCC(=O)N(C)C)c3)n2)cc1
? | NC1CC(c2nnc(COc3ccc4c(c3)CCNCC4)n2C2CC2)C1 (stereo not given)
? | O=S(=O)(c1ccc(Sc2ccc(Br)cc2)nc1)N1CCCCC1
-1% | COc1cc(OC)c(NC(=O)NC(C(=O)N2CCc3ccccc32)C(C)C)cc1Cl (stereo not given)
? | CN(C)c1ccc(N=C=S)cc1
33% | CC(C)COc1cc(=O)n2c(c1C(=O)N(C)CCc1ccccn1)CCCCC2
? | Cc1ccc2nc(-c3ccc(C#N)cc3)c(Cc3cccc(F)c3)n2c1

Given as labelled records: part of the list above.
> O=C(/C=C/c1ccccc1O)c1ccc(-c2ccccc2)cc1
  ALOX12 inh: ?

> COc1ccc(-c2noc(-c3cccc(OCC(=O)N(C)C)c3)n2)cc1
  ALOX12 inh: 10%

> NC1CC(c2nnc(COc3ccc4c(c3)CCNCC4)n2C2CC2)C1 (stereo not given)
  ALOX12 inh: ?

> O=S(=O)(c1ccc(Sc2ccc(Br)cc2)nc1)N1CCCCC1
  ALOX12 inh: ?

Carrying on.
ALOX12 inh | Structure
6% | Cc1ccc(S(=O)(=O)N2CCN(Cc3cn4cccc(C)c4n3)CC2)cc1
-10% | Clc1cccc(CSc2nc3ncccc3o2)c1
-16% | COc1ccc(C[C@H](NC(=O)[C@@]2(O)C[C@@H](O)[C@H](O)[C@@H](NC(=O)Nc3ccc(C)cc3)C2)C(N)=O)cc1
13%[12.5 µM] | O=C1CC2CCN(Cc3ccc(Cl)cc3)CC2CCN1 (stereo not given)
23% | Cc1cccc(C)c1OCC(O)Cn1cnc2ncccc2c1=O (stereo not given)
-27% | CN(Cc1cccs1)C(=O)/C=C/c1nc2ccccc2s1
-21% | Cc1ccc(N2CCN(C(C(=O)Nc3c(C)cccc3C)c3ccccc3OC(F)(F)F)CC2)cc1 (stereo not given)
23%[176 µM] | CN1CCOc2c(C(=O)NCc3cccnc3)cc(-c3ccccc3O)cc21

Following part.
ALOX12 inh | Structure
3% | CC(=O)Nc1cccc(NS(=O)(=O)c2ccc3c(c2)CCC(=O)N3)c1
2% | COC(=O)C1CCCCN1Cc1ccc2c(c1)CN(C(=O)c1ccc(F)cc1)CCO2 (stereo not given)
1% | COCCNC(=S)N1CCC(C(=O)c2ccc(Cl)cc2)CC1
61%[activator] | O=C(Cc1ccccc1Br)N1CCCN(c2cc(-c3ccc(F)cc3)[nH]n2)CC1
52%[activator] | Cc1cccc(OCCc2noc(C3CN(C(=O)c4cccnc4C)C3)n2)c1
34% | CC(C)CC(=O)N1CC2CC(C1)[C@H]1CCCC(=O)N1C2 (stereo not given in full)
-5% | Cc1ccc2[nH]c(=O)c(CN3CCCN(c4ccncc4)CC3)cc2c1
11% | Cc1cccc(CNC(=O)c2ncoc2-c2cccs2)c1

6 entries already listed, ordered by the value under ALOX12 inh, lowest first:
ALOX12 inh | Structure
-5% | Cc1ccc2[nH]c(=O)c(CN3CCCN(c4ccncc4)CC3)cc2c1
1% | COCCNC(=S)N1CCC(C(=O)c2ccc(Cl)cc2)CC1
2% | COC(=O)C1CCCCN1Cc1ccc2c(c1)CN(C(=O)c1ccc(F)cc1)CCO2 (stereo not given)
3% | CC(=O)Nc1cccc(NS(=O)(=O)c2ccc3c(c2)CCC(=O)N3)c1
11% | Cc1cccc(CNC(=O)c2ncoc2-c2cccs2)c1
34% | CC(C)CC(=O)N1CC2CC(C1)[C@H]1CCCC(=O)N1C2 (stereo not given in full)

Further structures follow:
ALOX12 inh | Structure
3% | Cc1ccc(S(=O)(=O)C[C@@H]2OC[C@H](C(C)C)N2S(=O)(=O)c2ccc(C)cc2)cc1
13% | CCCCn1c(CN2CCCC(C(=O)c3nccn3C)C2)cnc1S(=O)(=O)CC (stereo not given)
? | O=C1NCc2ccccc2CC12CCN(Cc1ccc(F)cc1F)C2 (stereo not given)
76%[activator] | Cc1cc(C(C)(C)C)cc(C)c1CCNC(=O)c1ccc(NC(=O)CC#N)cc1
12% | CC1=C(C(=O)OC(C)C)C(c2ccc(C(C)(C)C)cc2)N2C(=O)CCSC2=N1 (stereo not given)
7% | COc1cc(C(=O)OCC(=O)c2ccccc2)ccc1OCc1ccc(Cl)cc1
12% | O=C(NCc1cccc(C(F)(F)F)c1)C1CCCN(C(=O)c2ccc(Cl)cc2)C1 (stereo not given)
12% | COc1ccccc1CNC(=O)C1Cn2cccc2C(=O)N1CC(C)C (stereo not given)

Further compounds:
ALOX12 inh | Structure
2% | CCOC(=O)CCNC(=O)N1C[C@@H](Oc2cccnc2)C[C@H]1C(=O)N1CCCC1
16µM*! | CCNCc1ccc(-c2ccccc2)o1
-19% | CCCN1CCCCC(NC(=O)c2cccs2)C1=O (stereo not given)
28% | Cc1ccc2oc(C(=O)N(C)CCc3ccccc3)c(C)c2c1
? | CCCn1ccc2oc(C)c(C(=O)NCc3ccc(OC)cc3)c2c1=O
3% | CCCn1nc(SCC(=O)OCC)n2c(=O)c3c(nc12)-c1ccccc1CC3(C)CC (stereo not given)
-4% | CN(C)CC(O)c1cc2n(n1)CCCN(C(=O)c1cccn1C1CC1)C2 (stereo not given)
-28% | C[N+]1(C)CC2CCC(Cl)=C(Cl)C2C1 (stereo not given)

(list continues)
ALOX12 inh | Structure
? | CCCN(C(=O)C1Cc2ccccc2C(=O)O1)c1c(N)n(Cc2ccccc2)c(=O)[nH]c1=O (stereo not given)
? | CC(C)NC(=S)N/N=C/C1CCCCC1
? | CS(=O)(=O)c1cccc(CNc2nc(Nc3ccc4c(c3)CCC(=O)N4)ncc2C(F)(F)F)c1
1% | CCc1nc2cc(C(=O)N(C)C3CCOC3)cc(NC(=O)c3ccccc3OC)c2n1C (stereo not given)
5% | O=C(NC1CCCN(c2cc(-c3ccc(F)cc3)[nH]n2)C1)c1ccc(Br)cc1 (stereo not given)
-2% | CC(=O)C1(C)N(O)C(C)C(c2cccs2)=[N+]1[O-] (stereo not given)
-13% | COc1ccc2c(C)c(CCC(=O)N(C)C3CCC(C)CC3)c(=O)oc2c1 (stereo not given)
? | COCCOc1ccc(C(=O)/C=C/c2cc(OC)c(O)c(OC)c2)cc1

Later entries:
ALOX12 inh | Structure
11% | COc1ccc2c(c1)[C@@H](NCc1nccs1)[C@H](C)[C@@H](c1ccccc1)N2C(=O)NC(C)C
? | Cc1nnc(CCNC(=O)[C@H]2CNC[C@@H](C(=O)N3CCCC3)C2)s1
5% | COc1ccc(-c2noc([C@@H]3CCCN3C(=O)Cc3ccccc3Cl)n2)cc1
26% | O=C(c1ccc(OC2CCN(C(=O)c3cccc(Cl)c3)CC2)nc1)N1CCOCC1
24% | COc1ccc(C(=O)c2c(N)c(C(=O)Nc3ccccc3)c3ccccn23)cc1
-12% | CN(C(=O)CCN1C(=O)/C(=C/c2ccc(F)cc2)SC1=S)C1CCS(=O)(=O)C1 (stereo not given)
13% | CCC1=NN(C(=O)CSCc2ccccc2Cl)C(O)(C(F)(F)F)C1 (stereo not given)
2%[176 µM] | CNC(=O)c1cccc(-c2cnc3[nH]cc(CC(=O)N(C)C)c3c2)c1

Next compounds:
ALOX12 inh | Structure
36%[activator] | Cc1cc(=O)oc2cc(OS(=O)(=O)c3ccc(F)cc3)ccc12
6% | CCc1nnsc1C(=O)NCC1(c2ccc(F)cc2)CCOCC1
2%[6.33 µM] | C[S+](=O)([O-])c1ccc(-c2cc(C(=O)N3CCOCC3)nn3cccc23)cc1
? | COc1ccccc1CNC(=O)c1noc(-c2ccc3c(c2)OCO3)n1
27% | CCOc1cccc(CN2C[C@@H](COC)[C@H](C(=O)N(C)C)C2)c1
32%[activator] | CN(CC1CCOC1)C(=O)c1ccc(Cl)s1 (stereo not given)
2%[6.33 µM] | Cn1cccc1CN1CCC2(C1)C(=NC1CCCC1)NC(=O)N2c1cc(F)cc(F)c1 (stereo not given)
? | CCOC(=O)[C@]12CCCC=C1N(Cc1ccccc1)C(=O)[C@H](CC(=O)NCCCOC)C2

Next section:
ALOX12 inh | Structure
? | O=C(Nc1ccc(O)cc1)c1csc(NC2CC2)n1
51%[activator][176 µM] | O=C(Nc1ccccc1)Nc1ccc([C@@H](O)[C@H]2COCC(=O)N2CC2CC2)cc1
4.5µM* | CCCn1nc(C)cc1CN(C)c1ccc(NC(=O)c2ccc(OC)cc2)cc1C(=O)O
50%[activator] | COc1cc(=O)n2c(c1C(=O)Nc1cc(F)ccc1Cl)CCCC2
52%[activator][176 µM] | c1cc(N2CCOCC2)ncc1-c1noc([C@@H]2CCCN2C2CCOCC2)n1
-4%[176 µM] | O=C(NC[C@H]1OC[C@@H](NC2CCC(F)(F)CC2)[C@@H]1O)c1ccncc1
0% | O=C(/C=C/c1cccc([N+](=O)[O-])c1)c1ccc2ccccc2c1
0%[6.33 µM] | CCCN1CCCCC12Cc1ccccc1CN(C(=O)CCCC(=O)O)C2 (stereo not given)

Next section:
ALOX12 inh | Structure
-1% | COc1ccc(-c2noc(CC3CCN(C(=O)Cc4ccc(OC)c(Cl)c4)CC3)n2)cc1
12%[6.33 µM] | O=C(c1ccc(C(F)(F)F)cc1)N1CC(Oc2ccc(F)cc2F)C1
4% | CCOc1ccc(C2NC(=O)N(Cc3noc(C4CCCCC4)n3)C3=C2C(=O)OC3)cc1 (stereo not given)
? | CSc1nsc(NN)n1
38%[activator] | Cc1cc(C)cc(OCC(=O)c2ccc3c(c2)N(CC(=O)NCc2ccccc2)C(=O)CO3)c1
43%[activator] | COc1ccc(C2(C(=O)N3CCCCCCNC(=O)[C@@H]4CCCC[C@@H]43)CC2)cc1
-27%[176 µM] | COc1ccc2nc(C[C@@H]3C[C@@H](C(C)C)[C@H](CNC4CCCCC4)C=C3C)[nH]c2c1
34%[activator] | O=C(Nc1ccc(-c2nnc3n2CCCC3)cc1)c1ccccn1

Next part:
ALOX12 inh | Structure
35%[activator] | COc1ccccc1OCc1nc2c(n1Cc1ccccc1)C(=O)N(Cc1ccccc1F)CCN2
0% | CC(C)(C)S(=O)(=O)N1C[C@H]2CC(=O)C(CCO)=C2[C@@H]1CCO
28% | CCOC(=O)c1ccc(COC(=O)CCc2nc3ccccc3[nH]c2=O)cc1
26% | CCOC(=O)C1=CN(CC(=O)NC(C)c2ccccc2)S(=O)(=O)N=C1C (stereo not given)
1%[6.33 µM] | O=C(c1ccccc1)N1CCC2(CN[S+](=O)([O-])c3cccnc3O2)C1 (stereo not given)
0% | Cc1ccc(NC(=O)Cn2c(C)cc3nc4n(c(=O)c32)CCCC4)cc1
-20% | O=c1c2cc3c(cc2nc(SCc2nc(-c4ccccc4Cl)no2)n1Cc1ccco1)OCO3
-1% | CCOC(=O)C1=C(C)N=C2SC=C(CC(=O)N3CCOCC3)N2C1c1cccc(Cl)c1 (stereo not given)

Next section
ALOX12 inh | Structure
-15% | O=C(NCCc1ccncc1)[C@@H]1[C@@H](CO)[C@@H]2Cn3c(cccc3=O)[C@H]1N2Cc1ccccc1F
13%[176 µM] | COCCN1CCNc2nc(COc3cccc(C#N)c3)n(Cc3ccccc3)c2C1=O
95%[activator] | COCC1(CNc2cc(C3CC(O)C3)nc(C)n2)CCCC1 (stereo not given)
-16% | COc1ccc(C2CCCCCN2C(=O)c2ccc(-n3cccn3)cc2)cc1 (stereo not given)
1%[176 µM] | O=C(Cc1cccc(F)c1)NCC1COc2ncncc2C(=O)N1Cc1ccccc1 (stereo not given)
0%&0%[12.5 µM] | CC(C)NC(=O)C1CCc2nnc(C(C)(C)C)n21 (stereo not given)

Screening results as filed in PubChem.

Not all compounds are listed; rates above refer to the full screens.
